12-LOX inh: Primary qHTS assay for inhibitors of human arachidonate 12S-lipoxygenase (ALOX12): Round 2; Potency, µM (doses to about 108 µM), without a hit: at the top dose activity change, negative = inhibition, hits mostly inhibitors; hit rate 1.1% among 580,000; purified 12hLO, xylenol orange hydroperoxide absorbance; note: % is set by controls: 0 for no effect and ±100 for the full control effect
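Hydroperoxide product was detected by ferrous iron/xylenol orange as the 573 to 405 nm absorbance ratio. Arachidonic acid at 40 uM (final) was turned over for 30 min at room temperature by 150 nM human 12hLO, pH 7.0 Hepes buffer, after 15 min compound preincubation.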
USP1 inh: Inhibitors of USP1/UAF1: Primary Screen. Ubiquitin carboxyl-terminal hydrolase 1 (Homo sapiens), O94782. Potency, µM (series often up to 57.1 µM), inactives show top-dose activity change, negative = inhibition, most hits filed as inhibitors. hit rate 0.23% among 390,000. recombinant USP1/UAF1, Ub-Rhodamine cleavage fluorescence; note: % is set by controls: 0 for no effect and ±100 for the full control effect; nearly all actives have a fitted effect of over 60% in size; inactives centre near -12
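Step one: compound is pinned into 1nM USP1/UAF1 in HEPES pH 7.8 buffer with TCEP. Step two: 15 min room-temperature incubation. Step three: Ub-Rho (150nM final) starts cleavage, tracked by fluorescence over six one-minute reads.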
mIDH1 inhibitor: qHTS for Inhibitors of mutant isocitrate dehydrogenase 1 (IDH1): qHTS; AID 602179, 2012; hit rate 0.093% among 390,000; Potency, µM (series often up to 76.6 µM), for the others: at the highest dose activity change, negative = inhibition, actives largely listed as inhibitors; IDH1-R132H enzyme, NADPH consumption, diaphorase/resazurin fluorescence; note: % is set by controls: 0 for no effect and ±100 for the full control effect; nearly all actives have a fitted effect of over 65% in size
Target sequence (O75874 whole entry R132H, stated change not applied): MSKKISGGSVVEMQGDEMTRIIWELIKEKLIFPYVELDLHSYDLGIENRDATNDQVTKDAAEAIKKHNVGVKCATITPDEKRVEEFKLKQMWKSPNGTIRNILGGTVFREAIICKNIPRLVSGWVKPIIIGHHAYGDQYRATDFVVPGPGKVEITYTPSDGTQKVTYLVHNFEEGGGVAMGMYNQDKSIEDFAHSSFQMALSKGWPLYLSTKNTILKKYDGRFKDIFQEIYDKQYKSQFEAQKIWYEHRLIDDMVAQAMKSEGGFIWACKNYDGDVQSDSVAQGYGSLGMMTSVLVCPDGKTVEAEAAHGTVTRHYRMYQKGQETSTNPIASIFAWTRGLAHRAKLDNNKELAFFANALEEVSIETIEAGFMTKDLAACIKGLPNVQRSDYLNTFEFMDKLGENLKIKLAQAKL
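IDH1-R132H (0.5 ug/mL) preincubated 30 min with compound, then NADPH (0.016 mM) and alpha-KG (2 mM) added; 80 min at RT, pH 7.5. Remaining NADPH coupled via diaphorase/resazurin to fluorescence (540/590 nm); concentration-response curves normalized to no-enzyme control.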
Vif-APOBEC3G blk: qHTS for Inhibitors of Vif-A3G Interactions: qHTS; HeLa A3G-eYFP + Vif (tagged APOBEC3G with the HIV-1 protein that degrades it), YFP fluorescence, overnight; hit rate 0.076% among 410,000; Potency, µM (series often up to 46.1 µM), inactives show at the highest dose activity, negative = active, hits mostly inhibitors; AID 602310, 2012; DNA dC->dU-editing enzyme APOBEC-3G (Homo sapiens), Q9HC16;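 note: % is set by controls: 0 for no effect and ±100 for the full control effect; nearly all actives have a fitted effect of over 60% in size; hits raise eYFP signal because A3G escapes Vif-driven loss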
Target sequence (Q9HC16 whole entry, looked up): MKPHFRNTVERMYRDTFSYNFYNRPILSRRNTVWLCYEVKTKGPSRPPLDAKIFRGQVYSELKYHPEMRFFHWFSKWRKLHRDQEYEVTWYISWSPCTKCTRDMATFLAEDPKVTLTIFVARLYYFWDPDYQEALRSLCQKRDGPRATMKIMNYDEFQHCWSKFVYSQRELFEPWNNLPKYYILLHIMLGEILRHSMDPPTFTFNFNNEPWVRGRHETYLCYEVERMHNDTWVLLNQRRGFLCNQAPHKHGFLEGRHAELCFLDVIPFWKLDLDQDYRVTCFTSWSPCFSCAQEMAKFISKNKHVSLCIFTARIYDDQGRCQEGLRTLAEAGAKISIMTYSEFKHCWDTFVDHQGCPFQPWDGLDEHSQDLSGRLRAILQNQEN
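HeLa cells stably expressing Vif and C-terminally eYFP-tagged A3G, seeded overnight at 37 deg C, then exposed to compound by pintool overnight at 37 deg C. Rise in yellow fluorescence (Ex 488/Em 500-530, Acumen) marks blocked Vif-driven A3G degradation.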
RXFP1 agonist: qHTS Assay for Agonists of the Relaxin Receptor RXFP1 | HEK293T-RXFP1 cAMP TR-FRET, 30 min; response scale: percent of porcine relaxin response, buffer zero | Potency, µM (highest dose often 57.5 µM), for inactives: at the top dose activation, hits mostly activators | hit rate 0.3% among 370,000; note: % is set by controls: 0 for no effect and ±100 for the full control effect; nearly all actives have a fitted effect of over 60% in size; many of its hits are not listed in these tables
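HEK293 cells stably expressing RXFP1, treated 30 min at 37C with compounds plus PDE4 inhibitor Ro 20174; cAMP measured by HTRF TR-FRET. Normalized to buffer and 29 nM porcine relaxin; EC50 by Hill fit.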
RGS4 inh: Inhibitors of Regulator of G Protein Signaling (RGS) 4: qHTS. Regulator of G-protein signaling 4 (Homo sapiens), P49798. Transcreener GDP fluorescence polarization, RGS4-accelerated GTP hydrolysis. Potency, µM (series often up to 114 µM), for inactives: top-dose activity change, negative = inhibition, most hits filed as inhibitors. hit rate 0.039% among 390,000; note: % is set by controls: 0 for no effect and ±100 for the full control effect; nearly all actives have a fitted effect of over 75% in size; some results filed as inactive show a strong effect at the top dose
Target sequence (P49798 whole entry, looked up): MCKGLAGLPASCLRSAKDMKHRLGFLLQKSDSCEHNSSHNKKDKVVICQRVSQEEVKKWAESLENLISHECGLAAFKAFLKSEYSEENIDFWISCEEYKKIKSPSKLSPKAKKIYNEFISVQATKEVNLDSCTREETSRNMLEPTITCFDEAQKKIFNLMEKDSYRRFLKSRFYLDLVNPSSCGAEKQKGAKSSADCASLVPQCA
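MLSMR compounds (23 nl, pin-transferred) preincubated 10 min at room temperature with a 500nM (2x) first reagent, then RGS4 at 900nM (2x) plus Transcreener GDP mix added; fluorescence polarization (620/688 nm) read before and after 90 min at 30 °C.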
TrxR1 substrate: qHTS Assay for Substrates of Mammalian Selenoprotein Thioredoxin Reductase 1 (TrxR1): qHTS. Thioredoxin reductase 1, cytoplasmic (Rattus norvegicus), O89049. AID 588456, 2011. hit rate 0.01% among 390,000. purified TrxR1 substrate turnover, NADPH consumption readout. Potency, µM (top dose mostly 114 µM), for the others: at the top dose activity change, negative = substrate turnover; note: % is set by controls: 0 for no effect and ±100 for the full control effect; nearly all actives have a fitted effect of over 50% in size
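Rat TrxR1, dispensed at 90 nM, was prereduced with 400 uM NADPH (final) for 5 min at ~22 deg C, then incubated with compound 15 min before 400 uM selenite. A first-read NADPH fluorescence drop versus no-compound background flagged substrates.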
Vif-A3F inh: qHTS for Inhibitors of Vif-A3F Interactions: qHTS. HeLa A3F-eYFP + Vif (tagged APOBEC3F with the HIV-1 protein that degrades it), YFP fluorescence increase. Potency, µM (top dose mostly 46.1 µM), for the others: at the highest dose activity, negative = active. hit rate 0.2% among 390,000. AID 602313, 2012; note: % of control where 0% means no effect; nearly all actives have a fitted effect of over 65% in size
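HeLa cells stably expressing Vif plus C-terminally eYFP-tagged A3F were seeded, incubated overnight at 37 deg C, dosed with compound, incubated overnight again at 37 deg C. Yellow fluorescence (Ex 488/Em 500-530) reported blocked Vif-mediated A3F-eYFP degradation.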
rTrxR1 inhibitor: qHTS Assay for Inhibitors of Mammalian Selenoprotein Thioredoxin Reductase 1 (TrxR1): qHTS. Thioredoxin reductase 1, cytoplasmic (Rattus norvegicus), O89049. recombinant rTrxR1, NADPH fluorescence consumption, selenite substrate. Potency, µM (top dose mostly 114 µM), without a hit: top-dose activity change, negative = inhibition, actives largely listed as inhibitors. hit rate 1% among 390,000; note: % is set by controls: 0 for no effect and ±100 for the full control effect; nearly all actives have a fitted effect of over 65% in size
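Rat TrxR1 (90 nM in the dispensed reagent) was pre-reduced with 400 uM NADPH for 5 min at room temperature, then incubated with compound for 15 min. After 400 uM selenite was added, NADPH fluorescence (Ex 340/Em 450 nm) was followed for 8 min.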
* = called active by the depositor; i = inactive; ? = inconclusive; · = not tested or not shown; [ ] = another dose, or the depositor's remark. Calls come from the whole dose curve; as a rule, active = well fitted curve in the direction sought with a large enough effect; inconclusive = small, poorly fitted or top-dose-only effect, or another doubt; inactive = no such curve, though single readings can be large; an effect the other way counts as inactive or inconclusive. Potency is the fitted concentration of half-maximal effect.

Molecule | Vif-A3F inh | RGS4 inh | 12-LOX inh | USP1 inh | Vif-APOBEC3G blk | TrxR1 substrate | rTrxR1 inhibitor | RXFP1 agonist | mIDH1 inhibitor
O=C(CSc1nc2ccccc2n1-c1ccccc1)NCC1CCCO1 (stereo not given) | 1% | 3% | 474%[activator] | 3% | -3% | -15% | 3%[57.1 µM] | 1.2% | 2%
O=c1c2sccc2nc(SCc2ccc([N+](=O)[O-])cc2)n1Cc1ccccn1 | 4% | 21% | 1% | -5% | -6% | -18% | -7% | -0.1% | 0%
CCCCNCCOCCOc1ccc(Cl)cc1Br | -15% | 5% | -17% | 0% | 1% | -6% | -10% | -0.3% | 7%
CN1CCN(NC(=O)Nc2ccc(Br)cc2Cl)CC1 | 1% | 14% | i | -9% | -5% | 6% | 28% | 4.7% | 11%
CN(C(=O)CSc1ncccn1)C1CCS(=O)(=O)C1 (stereo not given) | 1% | 29% | 9% | -18% | -7% | -1% | 9% | · | -5%
COc1ccc(-c2cc(C(F)(F)F)nc(NCCc3ccccc3)n2)cc1 | 0% | 21% | -9% | -20% | -2% | 7% | 1% | 3.3% | 5%
COc1ccc(NC(=O)C(=O)NCC(=O)Nc2cc(OC)ccc2OC)cc1 | -12% | -42% | ? | -15% | 2% | 6% | 6% | 4.1% | 1%
NC(=O)N/N=C/c1ccc(-c2ccc([N+](=O)[O-])cc2)o1 | 5% | 16% | 0% | -13% | 2% | -8% | 10% | 2.5% | -5%
Cc1noc(C)c1S(=O)(=O)N1CCCC(C(=O)NC2CCCCC2)C1 (stereo not given) | -1% | -2% | 4% | 8% | 2% | 11% | 25% | -1.6% | -2%
O=C(c1ccc2c(c1)N(Cc1c(F)cccc1Cl)C(=O)c1ccccc1S2)N1CCOCC1 | 0% | 7% | 0% | -17% | 2% | -5% | 8% | -0.9% | -2%
O=C(NCC1CCCO1)c1ccc2c(c1)N(Cc1ccc(F)cc1)CCS2 (stereo not given) | 4% | 11% | -19% | -10% | 3% | 0% | 37%[activator] | 12% | 8%
Cc1nnc(C)c2c(C)n(-c3ccc4ncccc4c3)c(C)c12 | 11% | 1% | -11% | -22% | -15% | 9%[57.1 µM] | 8% | 7.7% | -5%
Cc1sc(NC(=S)NC(=O)C(C)(C)C)c(C(N)=O)c1C | 2% | ? | -27% | -19% | -29% | -4% | -11% | 1.4% | 5%
CCOc1ccc(CNC(=O)CCc2cn(CC)c3ccccc23)cc1 | -16% | -3% | -10% | -16% | -3% | 2% | 8% | 5.1% | -8%
COC(=O)C(C)Sc1ccc2nnc(CCNS(=O)(=O)c3ccccc3)n2n1 (stereo not given) | 1% | 6% | -16% | -26% | -3% | 9%[57.1 µM] | 12%[57.1 µM] | 14% | -6%
C=CCn1c(SCC(=O)Nc2ccc(O)cc2)nc2sc(C)c(C)c2c1=O | 6% | -43% | -9% | -20% | 0% | -1% | 4% | · | 2%
C=CCn1c2ccccc2c2nnc(SCCCn3c(=O)[nH]c4ccccc43)nc21 | · | -47% | 0% | -18% | -3% | -4% | 4% | -0.8% | -1%
Cc1cc(/C=N/n2cnnc2)c(C)n1-c1ccc(Cl)cc1Cl | -19% | 2% | -2% | -13% | -6% | 2% | 11% | -0.7% | 7%
CCC(CO)Oc1cc(NC(=O)c2ccc(OC)cc2)c2ncn(C(C)C)c2c1 (stereo not given) | 2% | -10% | -47% | -42% | -10% | -3%[57.1 µM] | 12%[57.1 µM] | · | 6%
COCCNC(=O)c1cnn2c(C(F)F)cc(-c3ccccc3)nc12 | 1% | 11% | -6% | 3% | 2% | 9%[57.1 µM] | -10%[57.1 µM] | 0.1% | -3%
CCCN(CC(=O)Nc1ccccc1OC)C(=O)CCC(=O)c1ccc(F)cc1 | 0% | -33% | 2% | -16% | 1% | 5% | 13% | -0.4% | 2%
NC(=O)NNC(=S)Nc1cccc2ccccc12 | -2% | -9% | -1% | 2% | 0% | -3% | 3%[57.1 µM] | 3.2% | -3%
O=C(NCCS(=O)(=O)NCCc1ccccc1)c1ccccc1 | 2% | 1% | -16% | -12% | 2% | -5% | 11% | 1.1% | 1%
O=C(Cn1cnc2nc3c(cc2c1=O)CCCC3)N1CCN(c2ccccc2)CC1 | 0% | -9% | 0% | -5% | -5% | 2%[57.1 µM] | 6%[57.1 µM] | 1.6% | 14%
CCc1ccc2c(COn3nnc4ccc(S(=O)(=O)N(C)C)cc43)cc(=O)oc2c1 | -9% | -33% | 6% | -14% | -2% | 10%[57.1 µM] | 20%[57.1 µM] | 6.1% | -4%
O=C(NC1CC1)C(=O)c1c[nH]c2ccccc12 | 3% | 23% | 6% | -5% | -4% | 0% | 14% | -1.9% | -6%
CCCOc1ccc(-c2nnn(CC(=O)c3ccc4c(c3)OCCO4)n2)cc1 | -20% | -13% | 2% | -13% | 0% | 0% | 23% | -2.5% | -3%
O=C(CSc1nnc2ccccn12)NCc1ccc2c(c1)OCO2 | 3% | -8% | 2% | -17% | 1% | 2% | 10% | 11% | -3%
COc1ccccc1P(=O)(c1ccccc1)c1ccc([N+](=O)[O-])cc1 (stereo not given) | 0% | -7% | ? | -21% | 1% | 4% | 13% | 0.8% | 0%
O=C(CN1CCN(S(=O)(=O)c2ccc(Br)cc2)CC1)N/N=C/c1cc([N+](=O)[O-])ccc1Cl | 2% | -24% | -23% | -18% | 2% | 10%[57.1 µM] | 14%[57.1 µM] | 0.3% | 4%

A run of entries taken from the entries so far, for reference:
Molecule | Vif-A3F inh | RGS4 inh | 12-LOX inh | USP1 inh | Vif-APOBEC3G blk | TrxR1 substrate | rTrxR1 inhibitor | RXFP1 agonist | mIDH1 inhibitor
COc1ccccc1P(=O)(c1ccccc1)c1ccc([N+](=O)[O-])cc1 (stereo not given) | 0% | -7% | ? | -21% | 1% | 4% | 13% | 0.8% | 0%
O=C(CN1CCN(S(=O)(=O)c2ccc(Br)cc2)CC1)N/N=C/c1cc([N+](=O)[O-])ccc1Cl | 2% | -24% | -23% | -18% | 2% | 10%[57.1 µM] | 14%[57.1 µM] | 0.3% | 4%

New compounds follow.
Molecule | Vif-A3F inh | RGS4 inh | 12-LOX inh | USP1 inh | Vif-APOBEC3G blk | TrxR1 substrate | rTrxR1 inhibitor | RXFP1 agonist | mIDH1 inhibitor
COc1ccc2nc(NC(=O)c3ccco3)sc2c1 | -11% | 2% | ? | 5% | 1% | -7% | -9% | 4.4% | -3%
O=C(O)c1ccccc1/C=N/N1CCN(C2c3ccccc3-c3ccccc32)CC1 | 0% | -2% | ? | -9% | -1% | -7%[57.1 µM] | -12%[57.1 µM] | -1.7% | -8%
Cc1ccc(OCC(=O)NCCN2CCCC2)cc1 | 0% | 28% | ? | -1% | 1% | -2% | 1% | -0.6% | -3%
CC(=O)N1c2ccccc2C(C)(C)C2CCC(C)CC21 (stereo not given) | -3% | -6%[56.9 µM] | -18% | -11% | -1% | -4% | 0% | 1.4% | 1%

Filtered by structure, those above with a thiophene ring, fused or not (3)
Molecule | Vif-A3F inh | RGS4 inh | 12-LOX inh | USP1 inh | Vif-APOBEC3G blk | TrxR1 substrate | rTrxR1 inhibitor | RXFP1 agonist | mIDH1 inhibitor
O=c1c2sccc2nc(SCc2ccc([N+](=O)[O-])cc2)n1Cc1ccccn1 | 4% | 21% | 1% | -5% | -6% | -18% | -7% | -0.1% | 0%
Cc1sc(NC(=S)NC(=O)C(C)(C)C)c(C(N)=O)c1C | 2% | ? | -27% | -19% | -29% | -4% | -11% | 1.4% | 5%
C=CCn1c(SCC(=O)Nc2ccc(O)cc2)nc2sc(C)c(C)c2c1=O | 6% | -43% | -9% | -20% | 0% | -1% | 4% | · | 2%

The list is partial; rates above refer to the full screens.
